Assay outcomes from PubChem BioAssay.
HSP90 inh: blocks HSP90-mediated luciferase refolding in reticulocyte lysate. Rabbit reticulocyte lysate, luciferase refolding luminescence, 3 h. inhibition, % at 5.6 µM. actives 0.91% (n = 290,000). AID 1789;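 active = inhibition above the screen-wide mean plus 3 SD, computed separately per campaign, cut at about 16% in these data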;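 note: 0% = DMSO wells and 100% = 60 µM geldanamycin wells; inhibitors lower the luminescence because luciferase stays unfolded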
Platelet DG rel: modulates dense granule release in human platelets; inhibition, %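 (compounds screened at 7.5 µM in platelet-rich plasma)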; human platelet-rich plasma, SFLLRN dense granule ATP release, luminescence; AID 1663; actives 0.22% (n = 300,000);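 active = mean replicate score, as percent of positive control, at or above 50; inconclusive = mean below 50 but at least one replicate at or above 50; inactive = mean and every replicate below 50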
PolyA inhibitor: inhibitors of polyadenylation in S. cerevisiae; S. cerevisiae SKY197-pL101 polyadenylation reporter, beta-gal luminescence; efflux-impaired pdr1/pdr3 knockout yeast; score 100 = 6 SD above DMSO; calls only at 12 µM; actives 0.02% (n = 300,000); AID 1875;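 active = lowest replicate activity score at least 50, where 100 means six control SD above control mean; inconclusive = lowest score under 50 but half or more replicates reach 50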;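 note: yeast exposed to compound for 9 h at 30 °C; higher score means more reporter readthrough which indicates perturbed polyadenylation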
HDAC3 inhib: human HDAC3 inhibition; O15379; recombinant HDAC3, fluorogenic peptide/trypsin coupled, fluorescence; inhibition, % at 8.3 µM; actives 0.15% (n = 320,000); in the data active = inhibition above about 26%, passing the limit was not always enough; inconclusive = no clear call, values can overlap the other calls
Target sequence (O15379 whole entry, looked up): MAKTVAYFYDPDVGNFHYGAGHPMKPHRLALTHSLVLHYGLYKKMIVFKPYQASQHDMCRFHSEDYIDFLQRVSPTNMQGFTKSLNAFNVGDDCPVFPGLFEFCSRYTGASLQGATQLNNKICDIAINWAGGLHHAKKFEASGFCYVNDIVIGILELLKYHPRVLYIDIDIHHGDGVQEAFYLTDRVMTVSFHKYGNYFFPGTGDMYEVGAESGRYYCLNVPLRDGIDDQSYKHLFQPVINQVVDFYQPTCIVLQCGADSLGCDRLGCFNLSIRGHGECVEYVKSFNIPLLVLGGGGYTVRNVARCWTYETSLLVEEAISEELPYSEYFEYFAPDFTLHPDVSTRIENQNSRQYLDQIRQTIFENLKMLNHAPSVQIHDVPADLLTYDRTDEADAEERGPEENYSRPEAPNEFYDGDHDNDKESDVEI
GSK3B inh: inhibitors of human GSK3beta kinase; P49841; GST-GSK3beta kinase, ADP-Glo luminescence, 60 min; stronger effect = lower value; activity score (negative = inhibition), % at 10 µM; actives 0.038% (n = 300,000);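 active = more than half of replicate wells score below -50%, meaning over 50% inhibition versus plate controls; inconclusive = some replicates but at most half score below -50%; inactive = no replicate scores below -50%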;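 note: 0% = median DMSO wells and -100% = median GW8510 positive control wells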
Target sequence (P49841 whole entry, looked up): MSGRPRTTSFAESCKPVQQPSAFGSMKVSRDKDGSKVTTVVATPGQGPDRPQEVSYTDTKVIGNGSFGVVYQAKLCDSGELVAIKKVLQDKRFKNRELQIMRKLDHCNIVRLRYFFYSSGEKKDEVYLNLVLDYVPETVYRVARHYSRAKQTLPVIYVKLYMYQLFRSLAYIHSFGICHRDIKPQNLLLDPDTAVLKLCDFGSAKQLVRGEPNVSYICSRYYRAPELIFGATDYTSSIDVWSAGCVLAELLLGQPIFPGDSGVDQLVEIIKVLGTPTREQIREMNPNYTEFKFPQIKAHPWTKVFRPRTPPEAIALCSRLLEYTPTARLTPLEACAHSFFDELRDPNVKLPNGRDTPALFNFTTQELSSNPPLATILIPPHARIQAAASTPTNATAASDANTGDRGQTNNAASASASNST
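Assay system: GST-fused GSK3beta enzyme, cell-free / Medium: Tris pH 7.5 buffer with MgCl2, DTT, BSA, heparin / Also added: peptide substrate plus 25 µM ATP (final) / Compound: 10 µM single point / Timing: kinase reaction with compound 60 min at room temperature / Detection: ADP-Glo luminescence / Benchmarks: DMSO neutral wells and GW8510 at 20 µM as positive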
HSF1 inhib: HSF1 inhibition; actives 0.77% (n = 300,000); activity change, negative = inhibition, % at 7.5 µM (by protocol); NIH3T3-HGL HSE-luciferase, MG132-induced, luminescence 8 h; stronger effect = lower value; AID 2098;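 active = more than half of replicate wells show activity change below -50%, luminescence cut by over half; inconclusive = some wells, but at most half, below -50%; inactive = no replicate well below -50%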;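 note: luciferase reports HSF-1 transcriptional activity via heat shock element; 0% = median of DMSO wells and -100% = zero luminescence signal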
HSF-1 act: increases HSF-1 driven luciferase reporter signal; NIH3T3-HGL HSF-1 luciferase reporter, MG132, 8 h; 100% = twice DMSO control signal; activation, % at 9 µM; actives 1.7% (n = 300,000);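 active = mean replicate activation of at least 50% with a set share of replicates each reaching 50%; inconclusive = only one of those two conditions met; inactive = mean below 50% and too few replicates reaching it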;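 note: 0% = median of the neutral control wells and 100% = twice that signal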
Dyrk1A ADPGlo: Dyrk1A (rat) kinase inhibition. Q63470. ADP-Glo luminescence, NFATc1 peptide. inhibition, % at 12.5 µM. actives 0.43% (n = 310,000). AID 504441; in the data active = inhibition above about 50%;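 note: plate controls were vehicle with enzyme for no effect and no enzyme for full effect; many of its hits are not listed in these tables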
AI-2 QS modul: modulates the Vibrio harveyi AI-2 quorum sensing system. Vibrio harveyi JMH597 AI-2 luminescence/OD600 ratio, 9 h; stronger effect = lower value; strain lacks LuxN and CqsS sensors; 0 = neutral-control median. AID 2094. activity change, % at 7.5 µM. actives 0.4% (n = 300,000); in the data active = activity change below about -75%, passing the limit was not always enough; inconclusive = no clear call, values can overlap the other calls;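 note: luminescence divided by OD600 gain over 9 h not by final OD600 alone; inactives centre near 13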
GSK3 alpha inh: blocks human GSK-3 alpha kinase | ADP-Glo luminescence, 60 min | inhibition, % at 10 µM | actives 0.1% (n = 320,000) | AID 2650;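 in the data active = inhibition above about 50%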;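 note: GST-tagged GSK-3 alpha with peptide substrate and 25 µM ATP; 0% = DMSO neutral wells and 100% = GW8510 positive control wells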
* = called active by the depositor; i = inactive; ? = inconclusive; . = not tested or not shown. An excerpt. The share of hits here may be higher or lower than overall.

Values in the order: HSP90 inh	Platelet DG rel	PolyA inhibitor	HDAC3 inhib	GSK3B inh	HSF1 inhib	HSF-1 act	Dyrk1A ADPGlo	AI-2 QS modul	GSK3 alpha inh
- CSc1ccc(Cl)c(C(=O)OCC(=O)NC2CC2)c1
    -0.4	-0.8	i	4.1	-2.8	0.4	-1.3	10.4	44.9	-0.2
- CN(C)/N=C/c1ccc([N+](=O)[O-])cc1[N+](=O)[O-]
    6.6	0.3	i	4.4	0.0	-2.0	11.1	.	23.6	0.7
- Cc1ccc(C)n1NC(=O)c1ccc([N+](=O)[O-])cc1
    -2.0	-2.0	i	-5.6	-0.1	-2.0	-10.9	-4.7	10.4	-1.6
- Cc1ccc2cc3cc(C(=O)NCc4ccco4)oc3nc2c1
    -1.9	-17.7	i	-28.3	-0.5	27.6	64.1*	17.3	9.0	-17.1
- CN(CCNC(=O)C1CCN(c2ncnc3c2nc2n3CCCCC2)CC1)Cc1ccccc1
    -4.0	12.3	i	-5.5	1.0	0.8	0.2	-4.6	25.9	19.3
- Cc1ccccc1OCCC(=O)N(Cc1ccccc1)c1c(N)n(Cc2ccccc2)c(=O)[nH]c1=O
    -2.7	19.9	i	5.5	0.8	-3.9	5.9	1.8	27.4	-3.8
- O=S(=O)(c1cc(Cl)c(Cl)cc1Cl)N1CCN2CCCC2C1 (centres undefined)
    -5.0	12.6	i	3.7	4.6	2.7	-21.6	-5.0	25.6	-1.1
- CCN(CC)C(=O)/C(=C/c1cn(S(=O)(=O)N(C)C)c2ccccc12)NC(=O)c1ccc(OC)cc1
    4.2	-0.7	i	1.6	1.1	-1.1	17.3	5.3	20.2	0.5
- Cn1nnnc1SCC(=O)Nc1nc2c(s1)CCCC2
    1.7	0.6	i	-0.3	-0.9	.	.	.	31.8	-4.0
- Cc1cc(C)nc(NS(=O)(=O)c2ccc(NC(=O)c3ccc(O)cc3O)cc2)n1
    0.4	4.4	.	-24.2	0.4	-5.9	4.4	7.4	13.0	-2.0
- Cc1ccc(Nc2cc(=O)[nH]c(=O)[nH]2)cc1C
    -0.2	-12.2	i	.	1.8	2.2	4.7	1.1	18.5	0.1
- COCCn1nnnc1C(CC(C)C)N1CCN(c2nc3ccccc3s2)CC1 (centres undefined)
    -1.2	3.6	i	0.6	-1.1	6.2	4.3	-5.5	12.4	-1.4
- O=C(NC(Cc1c[nH]c2ccccc12)C(=O)Nc1ccc(F)c([N+](=O)[O-])c1)c1cccs1 (centres undefined)
    0.7	-0.4	i	5.1	-1.2	6.3	9.7	0.0	28.2	-0.8
- CC1Cc2ccccc2N1C(=O)CSc1ccccc1 (centres undefined)
    -6.8	-3.0	i	2.8	4.2	29.3	26.1	1.0	29.7	-28.1
- Cc1cccc(C)c1NC(=S)NC(=O)CCc1ccccc1
    3.3	-6.7	i	0.0	-1.1	-1.6	-0.7	-9.5	9.3	1.2
- Cc1c(C(=O)NCCc2ccccc2)oc2ccc(S(=O)(=O)N3CCOCC3)cc12
    3.1	-3.4	i	-1.4	3.8	11.4	11.1	-4.8	13.0	-10.4
- Cc1ccsc1C(=O)NNC(=O)Nc1ccc(Cl)c(Cl)c1
    1.6	-1.2	i	-5.7	0.4	6.4	42.5	-6.0	-47.0	2.3
- CSc1cccc(NC(C)C(=O)NCc2ccccc2)c1 (centres undefined)
    2.3	7.8	i	4.9	3.1	-1.0	-2.4	.	1.6	-1.3
- CC(=O)N1CCN(C(=S)Nc2ccc(Oc3ccccc3)cc2)CC1
    2.2	2.6	i	-3.8	2.0	-22.5	-15.0	-1.2	23.5	0.8
- CCc1ccc(NC(=S)NC2CC3CCCC(C2)N3Cc2cccs2)cc1 (centres undefined)
    -0.8	-2.6	i	-5.7	-5.8	-10.5	-14.1	1.7	12.7	-2.5
- N#Cc1c(Cl)cccc1N1CCCC1
    -4.0	-17.4	i	4.7	-0.3	-1.2	-2.3	.	13.4	-1.4
- CCc1ccc(OC)c(S(=O)(=O)NCCOc2ccccc2)c1
    0.8	-4.8	i	1.3	-6.6	.	.	1.2	7.1	-1.2
- Nc1nc(Nc2cccc(F)c2)nc(NCc2ccco2)c1[N+](=O)[O-]
    4.4	-1.0	i	.	0.8	25.0	54.3*	3.3	22.7	11.9
- O=C(CN1CCN(C(=O)c2ccco2)CC1)Nc1ccccc1
    -2.3	1.3	i	2.5	2.3	4.8	14.3	2.4	29.4	1.4
- O=C(CSc1nnc(-c2ccccc2)o1)N1CCCCC1
    20.9*	10.3	i	4.9	0.3	10.6	10.2	-6.0	6.9	0.4
- O=C(COc1ccc(Cl)cc1)NCCN1CCCC1
    -3.3	3.1	i	-0.7	1.6	1.3	-0.5	5.2	5.8	-7.6
- O=C(/C=C/c1ccc(O)c(O)c1)O[C@H](Cc1ccc(O)c(O)c1)C(=O)O
    .	2.9	i	.	-7.1	-4.8	-4.9	.	20.0	.
- O=C(c1cc(COc2ccc(F)c(F)c2)on1)N1CCN(C2CCCCC2)C(=O)C1
    -7.6	4.7	i	-5.7	1.5	4.6	9.7	-3.4	35.4	0.6
- CCOC(=O)C(NC(=O)c1ccccc1)=C1CCCCC1
    7.4	-11.5	i	0.9	0.2	-3.8	-5.1	-10.3	12.9	-3.2
- Cc1ccccc1NC(=O)CC(C)S(=O)(=O)c1ccc2c(c1)NC(=O)CO2 (centres undefined)
    2.3	-9.6	i	1.1	-3.5	17.1	62.0*	-3.5	16.8	3.6
- CN(NC(=O)c1ccc(Cl)cc1)c1cccc(Cl)n1
    -0.8	-0.3	i	-11.1	-2.5	-4.1	-1.9	-2.9	6.5	-0.7
- CCC(=O)Nc1cccc(-c2cn3cccc(C)c3n2)c1
    4.0	-3.5	i	-3.7	3.8	4.9	6.0	.	19.2	-2.6
- Cc1cc(N2C(=O)c3ccc(C(=O)NCc4ccccc4)cc3C2=O)no1
    2.5	.	.	-5.3	.	.	.	-11.1	.	-0.5
- COc1ccccc1Nc1cc(C(=O)NCc2cccnc2)c2ccccc2n1
    1.2	-0.6	i	2.3	0.6	-1.2	-9.0	1.9	8.9	1.8
- Cn1c(=O)c2cc(S(=O)(=O)NC(C(=O)Nc3cccnc3)c3ccccc3)ccc2n(C)c1=O (centres undefined)
    -1.3	.	.	4.8	.	.	.	-1.8	.	0.2
- COc1ccc(C(=O)Cc2nnc(C)s2)c(OC)c1
    -1.8	-0.3	i	-2.9	0.4	-0.3	-8.1	0.6	7.1	-1.3
- CSCCC(NC(=O)c1ccccc1Cl)C(=O)N1CCC1 (centres undefined)
    .	-0.1	i	-2.8	1.9	0.5	2.3	6.1	9.4	-2.5
- C#CCOCCOCCOCCNc1nc(N2CCN(C(=O)[C@H](CCC(=O)O)n3cc(C(N)[C@H](C)CC)nn3)CC2)nc(N2CCN(C(=O)[C@H](Cc3ccc(O)cc3)n3cc(C(N)[C@H](C)CC)nn3)CC2)n1 (some centres undefined)
    -3.7	4.9	i	-3.0	5.3	-4.1	5.1	4.4	-15.3	-3.6
- Cc1cc(C)c(OCCNCc2ccccc2)c(C)c1
    -6.2	3.5	i	-1.8	-4.7	-9.2	-1.7	1.8	6.5	-2.3
- CCOC(=O)c1cc(C)n(CCCN2CCOCC2)c1C
    1.9	0.7	i	-1.9	1.8	-2.9	-14.8	8.3	8.5	-1.1
- Cn1c2ccc(CC(=O)O)cc2c2cc(CC(=O)O)ccc21
    4.2	-9.4	i	-5.0	-0.2	-9.2	-10.1	-5.8	21.3	-3.9
- CCn1c(SCC(=O)N2CCCC2)nnc1-c1ccc(S(=O)(=O)N2CCCCCC2)cc1
    -0.6	5.8	i	-5.3	2.0	-1.0	5.6	-3.1	14.7	0.3
- O=[N+]([O-])c1cccc(C2NCC(c3ccccc3Cl)c3c2[nH]c2ccccc32)c1 (centres undefined)
    4.7	-2.8	i	11.2	.	8.8	18.4	3.8	.	.
- Cc1ccc(C)c(NC(=O)c2nc(-c3ccccc3)n(-c3ccccc3)n2)c1
    3.5	3.4	i	3.2	0.4	3.8	11.6	-0.7	27.8	1.1
- COc1ccc(S(=O)(=O)NC2CC(C)(C)NC(C)(C)C2)c(C)c1C
    -1.1	0.9	i	.	-4.5	0.7	13.2	.	16.9	.
- COc1ccc(C(=O)NC(=S)NCc2cccnc2)cc1[N+](=O)[O-]
    1.4	5.5	i	1.8	1.9	-2.9	7.3	-0.8	21.2	-1.1
- Cc1cccc(C(=O)Nc2ccc3c(c2)C(=O)NC3=O)c1
    -4.4	4.4	i	-16.3	-0.4	2.3	13.7	4.2	21.4	1.6
- Cc1ccc(NC(=O)CSc2nc3[nH]ncc3c(=O)[nH]2)c(C)c1
    1.2	10.5	i	-0.5	-8.6	-5.9	-4.9	4.7	8.9	-0.9
- Cc1ccc(NC(=O)C2C3CCC(O3)C2C(=O)O)c(Br)c1 (centres undefined)
    -2.3	1.7	i	-5.6	0.9	-1.9	-2.9	4.4	19.6	-4.5
- COc1ccc(Br)cc1C(=O)N/N=C/c1cccnc1
    1.9	9.4	i	-3.3	0.4	-19.7	-28.7	-0.5	18.2	-2.3
- CC(C)(C)C(=O)CC(=O)Nc1ccc(Cl)c(N)c1
    -0.5	-18.2	i	0.5	-1.8	7.3	18.1	-2.4	?	1.7
